Source: PubChem BioAssay (several laboratories)
Cdc42 wt – human Cdc42 wildtype GTP binding change, either direction; P60953; GST-Cdc42 beads, Bodipy-GTP binding, flow cytometry; actives lie on both sides; percent activity (GTP binding), % at 10 µM; 190,000 tested, 0.2% active;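 active = percent activity GTP binding at least 20 points away from the 100% baseline, either down as inhibitor or up as activator; inconclusive = compound flagged as likely green fluorescent from well-wide comparison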;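 also: median bead fluorescence of bound Bodipy-FL-GTP at 100 nM; 0% = excess unlabeled GTP control and 100% = no compound control; below 100% means less GTP binding so inhibitor and above means activator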
Target sequence (P60953 whole entry, looked up): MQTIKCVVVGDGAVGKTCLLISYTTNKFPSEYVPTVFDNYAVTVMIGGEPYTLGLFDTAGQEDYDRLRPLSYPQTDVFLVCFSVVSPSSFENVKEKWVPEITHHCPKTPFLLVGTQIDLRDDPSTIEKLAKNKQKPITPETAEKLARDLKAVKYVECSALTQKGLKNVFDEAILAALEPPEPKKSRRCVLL
ABCB1 inh – inhibitors of human ABCB1 transporter, ABCG2 counter-screen; 190,000 tested, 0.067% active; CCRF-Adr cells, JC-1 efflux, flow cytometry; inhibition, % at 6.6 µM; in the data active = inhibition above about 40%;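 also: 0% = vehicle and 100% = reference inhibitor; higher value means more JC-1 retained so stronger ABCB1 efflux block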
ABCG2 inh – inhibitors of human ABCG2 transporter, ABCB1 counter-screen; Q9UNQ0; IgMXP3 cells, JC-1 efflux, flow cytometry; inhibition, % at 6.6 µM; 190,000 tested, 0.1% active;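 active = inhibition above 80%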;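 also: 0% = DMSO and 100% = nicardipine control wells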
Target sequence (Q9UNQ0 whole entry, looked up): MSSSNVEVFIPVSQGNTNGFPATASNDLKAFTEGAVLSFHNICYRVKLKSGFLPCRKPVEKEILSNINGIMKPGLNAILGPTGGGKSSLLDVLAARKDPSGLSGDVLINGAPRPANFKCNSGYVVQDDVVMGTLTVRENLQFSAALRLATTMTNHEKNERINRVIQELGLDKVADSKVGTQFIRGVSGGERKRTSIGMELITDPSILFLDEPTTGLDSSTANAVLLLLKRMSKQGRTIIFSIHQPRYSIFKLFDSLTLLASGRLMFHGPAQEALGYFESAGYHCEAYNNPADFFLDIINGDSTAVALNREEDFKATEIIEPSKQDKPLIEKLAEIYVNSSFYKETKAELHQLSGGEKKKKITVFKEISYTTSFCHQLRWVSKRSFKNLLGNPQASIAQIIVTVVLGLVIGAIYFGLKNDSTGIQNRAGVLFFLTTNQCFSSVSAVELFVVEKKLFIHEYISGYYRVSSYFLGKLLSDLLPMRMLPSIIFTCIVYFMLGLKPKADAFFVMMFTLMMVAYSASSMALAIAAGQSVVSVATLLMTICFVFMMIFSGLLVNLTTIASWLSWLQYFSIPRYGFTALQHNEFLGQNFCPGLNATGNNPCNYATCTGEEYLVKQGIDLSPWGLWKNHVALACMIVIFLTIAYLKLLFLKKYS
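Read-out basis: Efflux inhibition in percent versus controls | Test system: ABCG2 IgMXP3 and barcoded ABCB1 CCRF-Adr cell mix | Quantity: 3 million cells/mL in well | Schedule: 10 min at 25 °C | Control set: Nicardipine as high control, DMSO as low control | Reagent: JC-1 as fluorescent efflux pump substrate | Signal: Flow cytometry of retained JC-1 fluorescence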
Avidin fluor – avidin bead compound fluorescence profile | AID 1775 | 220,000 tested, 0.38% active | fluorescence (KMESF) at 10 µM | Avidin beads, compound fluorescence 488/530 nm, flow cytometry; hits give high values; in the data active = fluorescence above about 47; also: inactives centre near 10
Rab7 wt modul – modulators of GTP binding to dog Rab7 wildtype GTPase | 190,000 tested, 0.055% active | GTP binding activity (percent of control), % at 10 µM | AID 758 | GST-Rab7 beads, fluorescent GTP binding, flow cytometry; actives lie on both sides; untreated = 100%, excess cold GTP = 0%;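 active = fluorescent GTP binding to Rab7 beads changed by at least 20 points from the 100% baseline, either direction, mostly lower; inconclusive = compound itself probably fluorescent, or too few beads counted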;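 also: median green fluorescence of bound Bodipy-FL-GTP per Rab7 bead population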
Rac1 act GTP bind – human Rac1 activated mutant GTP binding change | GST-Rac1 activated beads, fluorescent GTP binding, flow cytometry; actives lie on both sides; 100% means binding = to untreated wells | percent activity (GTP binding), % at 10 µM | AID 764 | 190,000 tested, 0.11% active;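 active = GTP binding at least 20 percentage points away from the 100% baseline, in either direction, so actives lie on both sides; inconclusive = Compound likely fluorescent itself, or too few beads counted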
HRas wt GTP – changes GTP binding to wildtype human HRas; GST-Ras wt beads, Bodipy-FL-GTP binding, flow cytometry; actives lie on both sides; P01112; GTP binding activity, % at 10 µM; 190,000 tested, 0.14% active;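 active = GTP binding activity at least 20% away from the 100% baseline, either lowered as inhibitor or raised as activator; inconclusive = flagged as likely green fluorescent, judged across all proteins in the well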;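 also: 0% = unlabeled GTP competition control and 100% = no-compound control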
Target sequence (P01112 whole entry, looked up): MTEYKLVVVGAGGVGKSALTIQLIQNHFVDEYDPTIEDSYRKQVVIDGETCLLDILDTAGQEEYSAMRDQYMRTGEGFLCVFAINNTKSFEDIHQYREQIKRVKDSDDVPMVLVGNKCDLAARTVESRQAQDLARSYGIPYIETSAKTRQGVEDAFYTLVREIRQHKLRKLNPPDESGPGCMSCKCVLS
Rab2A wt mod – changes GTP binding to wildtype dog Rab2A, up or down | P61105 | GST-Rab2 wt beads, Bodipy-GTP binding, flow cytometry | GTP binding activity, % at 10 µM | 190,000 tested, 0.19% active;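 active = GTP binding activity at least 20 points away from 100%, either lowered or raised; inconclusive = signal likely due to the compound's own green fluorescence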;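 also: 0% = beads with excess unlabeled GTP and 100% = no-compound control corrected for plate trend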
Rac1 wt GTP bind – modulators of human Rac1 wildtype GTP binding; P63000; GST-Rac1 beads, fluorescent GTP binding, flow cytometry; actives lie on both sides; 0 = cold GTP competed, 100 = untreated; GTP binding activity (% of control), % at 10 µM; 190,000 tested, 0.27% active; AID 757;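 active = GTP binding activity at least 20 points away from the 100% control level, either lower or higher; inconclusive = compound flagged as likely green fluorescent, judged across all proteins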
GSH fluor – compound fluoresces at 488/530 nm on GSH beads | GSH beads flow cytometry, compound fluorescence 488/530 nm; hits give high values | fluorescence (KMESF) at 10 µM | 190,000 tested, 0.25% active; in the data active = fluorescence above about 89;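 also: glutathione beads carrying GST-tagged Bcl family fusion proteins plus one bare bead set; values are compound well signal with DMSO vehicle wells as background; inactives centre near 16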
Pf gametocyte – kills late stage P. falciparum gametocytes; AID 743093; inhibition, % at 10.9 µM; 150,000 tested, 0.065% active; P. falciparum stage V gametocytes, ATP luminescence, 24 h;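 active = inhibition above the mean plus 3 SD of compounds within the control limits, set per campaign, cut at about 38% in these data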;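 also: 0% = DMSO wells and 100% = medium only without gametocytes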
Active calls of the source: *; ? = inconclusive; . = not tested or not shown; [ ] = remark or other dose. The order is random; about 1.1% have a hit in one of these screens.

SMILES	Cdc42 wt	ABCB1 inh	ABCG2 inh	Avidin fluor	Rab7 wt modul	Rac1 act GTP bind	HRas wt GTP	Rab2A wt mod	Rac1 wt GTP bind	GSH fluor	Pf gametocyte
O=C(c1cnn2c(C(F)(F)F)cc(-c3ccccc3)nc12)N1CCOCC1	95	-0.3	1	12	89	96	94	96	95	9	-10
Cc1ccc(-c2ccc(/C=N/N3C(=O)C4C5C=CC(CC5)C4C3=O)o2)c([N+](=O)[O-])c1 (stereo not given)	106	0.5	3	10	107	97	104	106	108	7	.
CCc1nc(C)cn1S(=O)(=O)c1ccc(Cl)c(Cl)c1Cl	103	0.5	1	37	102	98	104	101	105	18	.
CCOC(=O)Cn1c(S(=O)(=O)Cc2cccc(F)c2)nc(-c2ccccc2)c1-c1ccccc1	99	1.8	6	9	100	98	98	99	101	42	.
Cc1c(CNCC(C)c2ccccc2)c(C(=O)O)c(C)n1Cc1ccccc1 (stereo not given)	82	-0.6	-1	9	99	81	89	88	85	10	-3
CCOc1ccc2c(c1)C(c1ccc(C)o1)=NNC(c1ccncc1)=N2	95	1.1	8	11	96	95	96	94	95	13	5
CCCNC(=O)c1oc2ccc3c(c2c1C)C(=O)CC(C)(C)O3	100	0.5	4	31	96	101	100	98	103	18	9
COCc1nnc(NS(=O)(=O)c2ccc(NC(C)=O)cc2)s1	99	0.0	0	35	96	97	97	97	97	13	7
CCCn1nc(C(=O)Nc2ccc3nc(C)sc3c2)c2ccccc2c1=O	95	1.1	27	14	96	96	96	94	98	4	-2
Cc1ccccc1NC(=O)C1CCCN1S(=O)(=O)c1cccc2cccnc12 (stereo not given)	117	0.8	2	7	109	111	113	113	128*[activator]	13	.
COc1cccc(N2CCN(c3cnc4ccccc4n3)CC2)c1	94	1.0	3	10	93	97	97	95	98	14	17
Cn1c(N)c(C(=O)COC(=O)c2ccc(Br)o2)c(=O)n(C)c1=O	100	0.2	2	41	103	100	100	102	101	15	.
CN1CCC(=NOc2ccc([N+](=O)[O-])cc2)CC1	99	2.2	5	13	103	97	100	99	100	24	20
Cc1cccc(NC(=S)NC2CCCCC2)n1	95	0.0	8	4	102	96	96	96	97	17	.
CCCC(O)(CCN1CCOCC1)c1ccc(Br)cc1 (stereo not given)	102	0.3	1	22	101	99	102	99	103	11	-22
S=c1[nH]nc(-c2cccnc2)n1/N=C/C=C/c1ccco1	90	-0.2	0	11	95	89	91	94	91	24	.
COc1ccc(C(=O)Nc2ccccc2C(=O)NC(Cc2ccc(O)cc2)C(=O)NNC(=O)c2ccccc2)cc1 (stereo not given)	98	0.1	-4	34	99	97	99	97	101	5	19
COc1cccc(OCc2nnc(SCC(=O)OCc3ccccc3)o2)c1	95	0.0	1	36	92	93	95	93	91	12	-8
O=C(Oc1c(Cl)cc(Cl)c2cccnc12)c1cccc([N+](=O)[O-])c1	101	0.8	4	2	98	101	99	99	103	8	.
COc1ccc(-c2cnn3c(N)c(S(=O)(=O)c4ccccc4)cnc23)cc1	96	-0.1	-1	37	96	95	96	96	96	13	15
Cc1ccc(NS(=O)(=O)c2ccc(Cl)c(C(=O)O)c2)cc1S(=O)(=O)N1CCOCC1	102	0.2	0	19	99	96	96	94	99	13	8
CCOc1cc(N2CCOCC2)c(OCC)cc1NC(=S)NCCCOC	100	1.0	9	10	95	100	95	95	101	13	28
CC1C2CC(CC1(C)C)N(C(=O)Nc1ccc3nccnc3c1)C2 (stereo not given)	104	0.0	1	9	102	101	103	102	105	12	.
CCOC(=O)CSc1ncc(-c2ccccc2)cn1	102	-0.2	1	29	104	101	100	99	104	26	.
N#CC1=C(N)SC(N)=C(C#N)C1Cc1ccccc1	97	0.1	1	11	98	96	97	96	96	28	16
O=c1cc(CSc2ccccc2)nc(-c2ccncc2)[nH]1	92	0.2	2	15	94	96	95	98	96	12	.
COc1nc(NCc2ccc(Cl)cc2)nc(OC)n1	101	-0.6	0	12	104	98	103	102	109	36	.
Cc1ccc(C(=O)COC(=O)c2ccncc2)cc1[N+](=O)[O-]	100	0.5	0	7	99	101	99	99	101	8	-12
O=C(NCc1ccco1)NC1CCCCC1	99	0.2	0	6	96	96	99	101	101	17	-4
Cc1ccc(C23CC4CC(CC(CC(=O)N5CCOCC5)(C4)C2)C3)cc1	96	0.9	0	7	99	97	98	98	100	28	-25
CCOC(=O)C1CCN(S(=O)(=O)c2ccc(C(C)(C)C)cc2)CC1	95	0.7	2	13	105	94	97	98	101	9	0
O=C(C[n+]1ccc(C(=O)NCc2ccccc2)cc1)c1ccc(OC(F)F)cc1	96	2.1	18	9	96	95	98	97	98	11	19
COC(=O)c1cc2n(n1)CCN(Cc1ccccc1Cl)C2=O	99	0.6	3	2	94	100	96	99	99	53	2
N#Cc1nc(-c2ccc(F)cc2)oc1NCc1ccccc1	102	0.1	1	8	99	99	101	99	106	20	.
COC(=O)c1ccc(-n2nc(C(F)(F)F)c3c2-c2ccoc2CC3)cc1	105	-0.1	1	23	99	97	102	99	101	14	.
CCOC(=O)c1cc(C(=O)Nc2ccc(C)c(F)c2)nn1C	99	0.0	1	5	97	96	98	97	100	26	.
COc1ccc(/C=N/Nc2nc(N3CCCC3)nc(N3CCCC3)n2)cc1O	98	0.9	6	32	97	97	99	97	97	26	-18
Cc1cc(Cl)ccc1NC(=S)NCc1cccs1	103	1.0	18	16	101	99	102	101	105	28	-18
CC(=O)c1cccc(NC(=O)c2nc(-c3ccccc3)oc2C)c1	96	0.2	4	12	103	95	95	95	97	64	.
CCCCOC(=O)CCc1nc2ccccc2[nH]1	105	0.4	2	7	97	104	102	100	107	6	.
CC1CCN(S(=O)(=O)c2cn(CC(=O)N3CCN(C)CC3)c(=O)c3ccccc23)CC1	102	0.7	2	12	102	99	102	101	107	30	6
c1ccc(CNc2ccc3ccccc3n2)nc1	100	0.7	2	12	97	97	100	100	102	7	-8
OCCC1CN(Cc2cc3c(cc2Cl)OCO3)CCN1Cc1ccccc1 (stereo not given)	98	1.5	0	2	105	97	100	100	101	10	.
CCNc1nc(N2CCCCC2)nc(-n2nnc(C(=O)OCC)c2C)n1	97	1.9	12	10	100	95	99	97	98	56	-6
Cc1ccc(C(=O)/C=C/C(=O)O)cc1	94	1.0	5	14	96	93	94	95	94	17	2
N=c1c2c(-c3ccccc3)c(-c3ccccc3)n(Cc3ccccc3)c2ncn1CCO	96	0.4	1	39	97	93	97	94	96	11	11
COc1c2ccoc2c(OC[C@@H](O)C(C)(C)O)c2oc(=O)ccc12	99	0.1	4	11	98	98	99	99	102	18	13
CC(=O)Nc1nc2nc(-c3ccccc3)cc(-c3ccccc3)n2n1	103	1.1	5	12	98	102	99	97	104	78	.
COc1ccc(C(=O)N2CCN=C2SC)cc1	98	1.1	7	3	98	96	97	96	99	12	-4
Cc1cccc(NC2SC(=O)N(c3ccccc3)C2=O)c1 (stereo not given)	94	0.6	3	1	96	96	94	94	94	31	.
COc1cc(C(=O)NNC(=O)c2ccoc2C)cc(OC)c1OC	95	0.5	-1	12	106	93	100	100	99	13	-5
c1cc(CNCC2CCCO2)ccn1 (stereo not given)	100	-0.2	-2	11	109	96	99	102	99	16	.
CCCN1CCN(CCCNC(=O)c2cc3c(=O)[nH]c4ccccc4c3s2)CC1	96	0.3	9	11	94	95	96	94	97	10	.
CCC1CCCCN1CCCNC(=O)CC1Oc2ccc(C)cc2NC1=O (stereo not given)	103	0.5	2	25	100	100	102	102	104	13	.
COC(=O)Cn1c(CCC(=O)O)ccc1-c1ccccc1	95	0.3	1	4	98	97	96	96	97	14	.
Cc1cccc(OCC(=O)NCC(=O)N/N=C/c2cccs2)c1	99	0.2	5	5	96	100	100	98	101	10	-14
N#Cc1c(N)nc(SCc2ccccn2)c(C#N)c1-c1cccs1	102	1.1	1	7	98	101	100	98	102	4	.
CSc1nc2ccccc2n1Cc1cccc(F)c1	?	0.0	2	5	?	?	?	?	?	35	13
O=C1c2cccc3c(N4CCCCC4)ccc(c23)C(=O)N1c1ccccc1O	97	4.4	13	2	96	95	98	95	100	14	26
CCOC(=O)c1cccc(NC(=O)CSc2nnc(-c3ccoc3C)n2CC)c1	107	1.2	42	13	103	104	104	108	106	27	.
Other structures follow.
SMILES	Cdc42 wt	ABCB1 inh	ABCG2 inh	Avidin fluor	Rab7 wt modul	Rac1 act GTP bind	HRas wt GTP	Rab2A wt mod	Rac1 wt GTP bind	GSH fluor	Pf gametocyte
COc1ccc(C(=O)N2CCC(C(=O)O)CC2)cc1	108	0.6	3	7	102	103	102	105	110	16	.
CSCCC(NC(=O)c1ccc(Cl)cc1)C(=O)NC(C)(C)C (stereo not given)	103	-0.2	9	6	101	100	105	103	108	13	0
C=CCN(CC=C)S(=O)(=O)c1ccc(NC(=S)NC(=O)c2ccco2)cc1	101	0.0	2	9	98	99	101	99	101	29	4
CCN(CC)C(=O)COc1ccc(-c2nnc(N3CCCCC3)c3ccccc23)cc1	97	1.5	14	12	93	94	96	95	95	25	.
CCOC(=O)CNC(=O)CCCCCC(=O)NCC(=O)OCC	102	0.3	1	9	100	102	103	101	108	9	16
CCCSc1nc2c(c(=O)n1CC)SC(C)C2 (stereo not given)	100	0.5	2	6	96	97	100	99	101	23	.
O=C(Cc1cn(Cc2cccc(Cl)c2)c2ccccc12)N1CCCCCC1	98	2.2	18	17	101	99	99	100	99	3	3
CC(C)C(OC(=O)c1cccs1)C(=O)NCc1ccco1 (stereo not given)	104	1.6	31	21	101	102	100	100	106	25	-11
COc1ccc(-n2c(SCc3cccnc3)nc3c(c2=O)SCC3)cc1OC	93	2.6	-1	10	102	94	97	97	94	10	-24
O=C(O/N=C\c1ccc(N2CCCCC2)c([N+](=O)[O-])c1)c1ccc(Cl)cc1Cl	103	1.6	23	8	97	100	102	102	102	17	.

Of the compounds above, 2 contain bromine.
SMILES	Cdc42 wt	ABCB1 inh	ABCG2 inh	Avidin fluor	Rab7 wt modul	Rac1 act GTP bind	HRas wt GTP	Rab2A wt mod	Rac1 wt GTP bind	GSH fluor	Pf gametocyte
Cn1c(N)c(C(=O)COC(=O)c2ccc(Br)o2)c(=O)n(C)c1=O	100	0.2	2	41	103	100	100	102	101	15	.
CCCC(O)(CCN1CCOCC1)c1ccc(Br)cc1 (stereo not given)	102	0.3	1	22	101	99	102	99	103	11	-22
